Assay outcomes (PubChem)
mHtt clearance = mutant huntingtin protein clearance; HeLa Exon1htt(103Q)mCFP, aggregate imaging; zero = plate's median compound well; inhibition, % at 1.5 µM; 47,000 tested, 0.42% active; AID 853;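 active = inhibition of aggregate fluorescence above about 70%, also judged a hit by eye on the cell image, limit read from the data, passing the limit was not always enough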;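 note: cells exposed to compound for three days before fixation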
mHtt clearance grain fraction = second read-out of mHtt clearance, no call of its own (marks repeat the call); fraction fluorescence in grains; measured here: aggregate grain fluorescence fraction; active compounds read low;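 scaled fraction of total cell fluorescence in grains with unit not stated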
The depositor's hits bear a star.

SMILES	mHtt clearance	mHtt clearance grain fraction
CC(C)NC(=O)c1ccccc1NC(=O)CN(c1ccc2c(c1)OCO2)S(C)(=O)=O	40	12
CCC12CN(C(=O)c3ccc(OC)cc3)CC(CC)(CN(C(=O)c3ccc(OC)cc3)C1)C2=O	19	29
CSc1nc2nc3c(c(=O)n2[nH]1)CCCC3	14	36
CCC1(C)Cc2c(sc3c2c(=O)n(C)c2nnc(SCC(=O)c4ccccc4)n32)CO1 (centres undefined)	-38	22
CC1(C)CC(=O)c2cc(C(=O)Nn3cnnc3)c(=O)n(-c3ccccc3)c2C1	-6	43
COc1ccc(-c2cc(C(F)(F)F)nc(N3CCOCC3)n2)cc1OC	11	33
Cc1ccc(NS(=O)(=O)c2ccc(NC(=O)c3ccc(-c4ccccc4)cc3)cc2)c(C)c1	12	34
CCC(CO)n1cnnc1-c1ccncc1 (centres undefined)	-63	62
CCOC(=O)CSc1[nH]c(=O)cc(C)c1C#N	57	14
O=C(CSc1nnnn1-c1ccc(Cl)cc1)NC(=O)Nc1ccc2c(c1)OCCO2	-1	20
CCOC(=O)C1CCCN(C(=O)CCC(=O)Nc2ccc3nc(N4CCOCC4)cc(C)c3c2)C1 (centres undefined)	59	13
CNc1cc(C)nc(-n2nc(C)cc2C)n1	-18	50
CCOC(=O)c1cccnc1SCc1cc(=O)n2ccccc2n1	23	33
COCCN1Cc2cccc(C(=O)NCc3ccccn3)c2C1=O	64	16
Fc1cccc(CSc2nc3ncccc3[nH]2)c1	-37	52
CCOc1ccccc1NC(=O)CSc1ncnc2c1oc1ccccc12	23	26
O=C(C1CCN(C2CC(=O)N(c3cccc(Cl)c3)C2=O)CC1)N1CCCCCC1 (centres undefined)	-6	20
CC(C)NC(=S)Nc1ccc(Oc2ccccc2)cc1	-21	37
NC1CCCCC1N=Cc1c(O)n(CCc2ccc(F)cc2)c(=O)[nH]c1=O (centres undefined)	10	33
CC(=O)NCc1cccc(CNC(C)=O)n1	-19	24
CCC(Sc1ncnc2sc(C)c(C)c12)C(=O)OC (centres undefined)	0	23
Cc1c(NC(=O)OCc2ccccc2)c(=O)n(-c2ccccc2)n1C	30	34
CC1CN/C(=C\C(=O)c2ccc(Cl)cc2)C(=O)N1 (centres undefined)	43	9.4
COc1ccc(S(=O)(=O)Cc2ccc(C(=O)NC3CCCC3)o2)cc1	-71	83
O=c1[nH]c(N2CCc3ccccc3C2)nc2c1CCC2	14	15
O=C(O)/C=C1\NC(=O)c2ccccc21	39	23
Cc1cc(C)nc(Nc2ncc(O)n2-c2ccc(C)c(Cl)c2)n1	10	16
COc1ccc(CCN2C(=O)C3C4CC(C5C(C(=O)NN)=NOC45)C3C2=O)cc1OC (centres undefined)	2	19
O=C(OCC(=O)N1CCN(c2ccccc2)CC1)c1ccccn1	1	38
O=C(c1ccccc1)N1CCN(Cc2c[nH]c3ccccc23)CC1	28	13
CCOc1ccc2nc(NC(=O)CN3CCC(n4nnc5cc(C(F)(F)F)ccc54)CC3)sc2c1	16	32
O=C(/C(=C/c1ccccc1)c1ccccc1)N1CCCCC1	-40	42
CC(NO)C(C)(C)NO (centres undefined)	10	35
CC(=O)COc1ccc2c3c(c(=O)oc2c1)CCCC3	13	30
Cc1c(NC(=O)c2cccc(S(=O)(=O)N3CCOCC3)c2)c(=O)n(-c2ccccc2)n1C	-26	46
CCOC(=O)c1c(C)[nH]c(C(=O)CN2C(=O)NC(CC)(c3ccccc3)C2=O)c1C (centres undefined)	-43	44

Structural class, the entries above containing fluorine (4)
SMILES	mHtt clearance	mHtt clearance grain fraction
COc1ccc(-c2cc(C(F)(F)F)nc(N3CCOCC3)n2)cc1OC	11	33
Fc1cccc(CSc2nc3ncccc3[nH]2)c1	-37	52
NC1CCCCC1N=Cc1c(O)n(CCc2ccc(F)cc2)c(=O)[nH]c1=O (centres undefined)	10	33
CCOc1ccc2nc(NC(=O)CN3CCC(n4nnc5cc(C(F)(F)F)ccc54)CC3)sc2c1	16	32

(cont.)
SMILES	mHtt clearance	mHtt clearance grain fraction
Cc1cccc(C(=O)OCC(=O)Nc2nccs2)c1	-3	40
CC1CCN(C(=O)Cn2cc(C(=O)c3ccco3)c3ccccc32)CC1	3	20
CCCC1C2C(=O)N(c3ccccc3OCC)C(=O)C2ON1c1ccccc1 (centres undefined)	3	23
O=C(NCc1ccccn1)c1n[nH]c2ccccc12	-35	55
CCOc1ccccc1N(CC(=O)OC)S(=O)(=O)c1ccccc1	7	32
Cc1cccc(C)c1NC(=O)CS(=O)CC(=O)Nc1ccc(F)cc1F (centres undefined)	18	33
COc1ccc(OC)c(CCNC(=O)CC2Oc3ccc(C)cc3NC2=O)c1 (centres undefined)	5	46
COc1ccc(CCNC(=O)CSCc2n[nH]c(=O)[nH]2)cc1OC	-7	21
Cc1ccc2cc(C#N)c(N3CCN(C)CC3)nc2c1	57	7.7
Cc1ccc(CCNC(=O)C2CCCN(S(=O)(=O)c3c(C)nn(C)c3C)C2)cc1 (centres undefined)	-70	70
Cc1cc(C)nc(NC2=NCC(=O)N2c2cccc(Cl)c2)n1	5	18
Cc1cc(NC(=O)CCC(=O)N(c2ccc(F)cc2)C2(C(=O)NC3CCCCC3)CCCC2)no1	23	16

The final three compounds of the section above open the next one.
SMILES	mHtt clearance	mHtt clearance grain fraction
Cc1ccc(CCNC(=O)C2CCCN(S(=O)(=O)c3c(C)nn(C)c3C)C2)cc1 (centres undefined)	-70	70
Cc1cc(C)nc(NC2=NCC(=O)N2c2cccc(Cl)c2)n1	5	18
Cc1cc(NC(=O)CCC(=O)N(c2ccc(F)cc2)C2(C(=O)NC3CCCCC3)CCCC2)no1	23	16
COC(=O)C1=C(N)Oc2cc(C)n(CCN3CCOCC3)c(=O)c2C1c1cccnc1 (centres undefined)	-13	42
Cc1cccc(NC(=O)CCSc2nncn2C)c1	33	12
CC(NC(=O)CCC(=O)NC(C)C1COc2ccccc2O1)C1COc2ccccc2O1 (centres undefined)	11	34
O=C(c1cc2c(s1)-c1ccccc1OC2)N1CCN(c2ccccc2)CC1	8	34
COc1ccc(NC(=O)C2C3C=CC(C3)C2C(=O)NCc2ccccn2)c(OC)c1 (centres undefined)	50	8.9
O=C(Cn1cc[n+](CC(=O)c2ccccc2)c1)c1ccccc1	-35	42
O=c1n(-c2ccccc2)c(=O)n2n1CCC2	-9	43
CCn1c(SCC(=O)Nc2oc(-c3ccccc3)c(-c3ccccc3)c2C#N)nnc1-c1cc(OC)cc(OC)c1	-8	34
COCCCNC(=O)c1ccc(N2CCCC2)c(NS(=O)(=O)c2ccc(C)cc2)c1	3	41
CC(=O)Nc1sc2c(c1C(=O)N1CCOCC1)CCCCC2	47	9.7
Cc1ccc(CC(NC(=O)c2ccccc2)C(=O)NCC(=O)O)cc1 (centres undefined)	11	29
COC(=O)C1=C(C)N(CC2CCCO2)C(=O)C1 (centres undefined)	-1	37

Whole records, looked up by structure. Order of values: mHtt clearance, mHtt clearance grain fraction
Profile of COCCCNC(=O)c1ccc(N2CCCC2)c(NS(=O)(=O)c2ccc(C)cc2)c1 : 3, 41
Profile of O=c1n(-c2ccccc2)c(=O)n2n1CCC2 : -9, 43
Profile of CC(=O)Nc1sc2c(c1C(=O)N1CCOCC1)CCCCC2 : 47, 9.7
Profile of Cc1cccc(NC(=O)CCSc2nncn2C)c1 : 33, 12
Profile of CCn1c(SCC(=O)Nc2oc(-c3ccccc3)c(-c3ccccc3)c2C#N)nnc1-c1cc(OC)cc(OC)c1 : -8, 34

Carrying on.
SMILES	mHtt clearance	mHtt clearance grain fraction
CC12CC3CC(C)(C1)CC(CN)(C3)C2	26	31
COC(=O)c1cc(/C=C/c2ccccc2)on1	-4	47
N=c1n(CCO)c2ccccc2n1CCOc1ccc(Cl)cc1Cl	47	26
O=S(=O)(Nc1ccc2nc(-c3ccc(Br)o3)[nH]c2c1)c1ccccc1	-52	32
Cn1c(=O)c2c(nc(N3CCN(c4ccccc4)CC3)n2CCCc2ccccc2)n(C)c1=O	3	20
Nc1nonc1C(=O)OCC(=O)N1CCOCC1	-4	40
COc1ccc(-n2c(SCC(=O)OC(C)C)nnc2-c2ccccn2)cc1	-58	57
COc1ccc(S(=O)(=O)N(C)c2ccc(OCC(=O)Nc3cc(C)on3)cc2)cc1	45	11
C=CCOc1c(CNc2nccs2)cccc1OCC	-32	26
CC(C)(C)C(=O)Nc1ccccc1C(=O)Nc1ccncc1	-15	23
CC(C)Oc1ccc(-c2nn(-c3ccccc3)cc2/C=c2\sc3ncnn3c2=O)cc1	-13	23
Cn1nnc2cc(C(=O)NCc3ccc4c(c3)OCO4)ccc21	-14	18
O=S(=O)(c1ccc(F)c2ccccc12)N1CCCCC1	56	9
CC(=O)N(C)c1ccc(OCC(O)CN(Cc2ccco2)S(=O)(=O)c2ccc(C)cc2)cc1 (centres undefined)	22	15
Cc1cc(C[n+]2ccccc2)c2nsnc2c1	-3	33
Cc1ccc(Cn2nnc3c(=O)n(CC(=O)NCc4ccc5c(c4)OCO5)cnc32)cc1	-4	20
CCOC(=O)c1ccc(NC(=O)CSc2nnc(COc3ccccc3)n2C)cc1	33	13
CCCCC(=O)Nc1ccc(Br)cn1	1	19
O=C(Nc1cccc(Cl)c1)N1CCN(c2ncccn2)CC1	21	35
CCc1cc(=O)oc2cc(OCC(=O)O)c(Cl)cc12	-66	33
c1ccc(CN2CCC3(CC2)Nc2ccccc2CO3)cc1	-36	26
Cc1occc1C(=O)NCCCCNC(=O)c1ccoc1C	-47	24
O=C(O)CCS(=O)(=O)Cc1cccc(Cl)c1	-18	40
O=C(Nc1nccs1)c1sc2ccccc2c1Cl	7	36

Ordered by the number under mHtt clearance (smallest number first): three from the list above
SMILES	mHtt clearance	mHtt clearance grain fraction
Cc1occc1C(=O)NCCCCNC(=O)c1ccoc1C	-47	24
O=C(O)CCS(=O)(=O)Cc1cccc(Cl)c1	-18	40
Cc1cc(C[n+]2ccccc2)c2nsnc2c1	-3	33

Carrying on:
SMILES	mHtt clearance	mHtt clearance grain fraction
Cc1cc(NCCCCO)n2c(nc3ccccc32)c1C#N	70	5.8
CCCc1cc(=O)[nH]c(SCc2cccnc2)n1	6	18
CCOC(=O)CSc1nnc(CNC(=O)c2cc(OCC)c(OCC)c(OCC)c2)n1C	-24	24
CCOC(=O)C1C(=O)NC(N2CCN(Cc3ccccc3)CC2)=NC1c1ccco1 (centres undefined)	-3	35
Cc1ccc(-c2csc(N)n2)s1	-12	41
COc1ccc(NC(=O)c2oc3ccccc3c2NC(=O)c2ccco2)c(OC)c1	-30	47
CC(C)c1ccc(OCC(O)CN2CCN(c3ccccc3)CC2)cc1 (centres undefined)	13	30
CC1(C)SC(=S)N(/N=C/c2ccccc2)C1N(O)C(=O)Nc1ccc([N+](=O)[O-])cc1 (centres undefined)	53	19
O=C(NC1CCCCCC1)c1cccc(COCC(F)(F)F)c1	-18	24
CCOc1ccc(C2N(c3ccc(OC)cc3)C(=O)C3CCCN32)cc1OC (centres undefined)	-14	47
COC(=O)c1cc(=O)nc2sc3cc(OC)ccc3n12	0	18
CCN(CC)CCNC(=O)Cn1c(-c2ccccn2)nc2ccccc21	-16	23
CCOc1cc(NC(=S)Nc2ccccc2OC)c(OCC)cc1NC(=O)c1ccccc1C	15	26
O=C(NCc1cccnc1)c1cccc(S(=O)(=O)N2CCOCC2)c1	-31	53
CCCCOc1ccc(C2C3CN(C(=O)OCC)CC=C3C(C#N)=C(N)C2(C#N)C#N)cc1OC (centres undefined)	-37	24
O=C1c2ccccc2C(=O)N1C/C=C/CN1C(=O)c2ccccc2C1=O	-96	37
COCCNC(=O)CN(C(=O)CCC(=O)Nc1ccccn1)c1ccc(F)c(Cl)c1	18	28
Cc1nc(Cl)c(C(=O)NC(=O)Nc2cccc(C(F)(F)F)c2)c(C)c1[N+](=O)[O-]	-67	32

Not all compounds are listed; count on the stated rates, not on these rows.
